Source: PubChem BioAssay
GASC-1 inh: inhibitors of human GASC-1 (JMJD2C) demethylase | GST-JMJD2C(1-420) H3K9me3 demethylation, DELFIA europium | 330,000 tested, 0.069% active | inhibition, % at 2.35 µM | Q9H3R0 | AID 2099;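 active means more than half of a compound's replicate wells show inhibition beyond 50%, single wells judged on their own value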;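 further: signal counts dimethyl H3K9 product captured on neutravidin plate; 0% = median of DMSO wells and 100% = 0.3 times that DMSO median; strong numbers were not always called active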
Target sequence (Q9H3R0 1-420 limits assumed): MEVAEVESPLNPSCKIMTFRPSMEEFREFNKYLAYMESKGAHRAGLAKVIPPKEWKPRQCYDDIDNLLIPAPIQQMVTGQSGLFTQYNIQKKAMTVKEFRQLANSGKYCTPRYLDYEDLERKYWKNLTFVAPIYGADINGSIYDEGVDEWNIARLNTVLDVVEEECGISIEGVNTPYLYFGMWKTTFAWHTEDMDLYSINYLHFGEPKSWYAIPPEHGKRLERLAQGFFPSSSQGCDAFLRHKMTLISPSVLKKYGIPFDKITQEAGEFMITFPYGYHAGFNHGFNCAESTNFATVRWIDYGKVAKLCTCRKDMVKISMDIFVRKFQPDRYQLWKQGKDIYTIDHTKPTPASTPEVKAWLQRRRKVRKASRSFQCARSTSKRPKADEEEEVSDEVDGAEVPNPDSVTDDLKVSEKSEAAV
LAP4 TOR yeast: yeast TOR pathway LAP4-GFP modulation; 320,000 tested, 0.34% active; GFP response vs DMSO, % at 10 µM; S. cerevisiae LAP4-GFP multiplex, flow cytometry GFP, 3 h; median GFP as percent of DMSO wells;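 active means GFP response vs DMSO above a set limit, about the screen mean plus 3 SD, cut at about 150% in these data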
procasp3 activ: activates human procaspase-3. 330,000 tested, 0.11% active. AID 463141. recombinant procaspase-3 D3A, Ac-DEVD-pNA absorbance 405 nm. P42574. activation, % at 8.5 µM;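 active means activation above the mean of all tested compounds plus 3 SD, cut at about 21% in these data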;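 further: 0% = DMSO alone and 100% = DMSO wells spiked with extra 5 µM PC-3 D3A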
Target sequence (P42574 whole entry D9A/D28A/D175A): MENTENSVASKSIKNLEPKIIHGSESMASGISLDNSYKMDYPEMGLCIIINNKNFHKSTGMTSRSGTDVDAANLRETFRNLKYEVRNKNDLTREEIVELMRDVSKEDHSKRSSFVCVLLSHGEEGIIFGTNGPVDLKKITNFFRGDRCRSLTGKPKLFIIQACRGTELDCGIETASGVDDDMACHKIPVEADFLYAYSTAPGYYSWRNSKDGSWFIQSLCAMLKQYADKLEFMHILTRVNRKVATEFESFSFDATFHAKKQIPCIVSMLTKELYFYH
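Test system: Procaspase-3 D3A mutant, all three cleavage aspartates alanine | Dosing: Single dose, 8.5 µM nominal compound, 0.8% DMSO | Schedule: 1 h preincubation, 2 h reaction | Technique: 405 nm absorbance of p-nitroaniline, reads at 0 and 120 min | Repeats: One well per compound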
MEP2-GFP yeast: yeast TOR pathway MEP2-GFP modulation; AID 2016; 330,000 tested, 0.51% active; S. cerevisiae MEP2-GFP strain, flow cytometry GFP, 3 h; 100% = DMSO control level; GFP response vs DMSO, % at 10 µM;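 active means GFP response versus DMSO above a set limit, roughly screen mean plus 3 SD, cut at about 180% in these data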;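 further: median GFP fluorescence of the barcode-gated MEP2-GFP cells per well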
CR mimetic SO: yeast age-related superoxide inhibition as caloric restriction mimetic | S. cerevisiae aged cells, superoxide DHE fluorescence; stronger effect = lower value | superoxide response (% of plate mean), % at 10 µM | 330,000 tested, 0.18% active;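 active means superoxide response under a set limit, about three screen SD below normal, cut at about 65% in these data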;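 further: yeast aged for seven days with compound at 30 °C before DHE staining; 100% = average MFI of all compound-treated wells on the plate with controls excluded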
RPL19A-GFP yeast: yeast TOR pathway RPL19A-GFP modulation; S. cerevisiae RPL19A-GFP strain, flow cytometry, 3 h; stronger effect = lower value; percent response vs DMSO, % at 10 µM; 330,000 tested, 0.3% active;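 active means percent response vs DMSO below 50%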;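 further: median channel GFP fluorescence of the barcoded RPL19A-GFP strain; ratio of sample median GFP to plate DMSO average so 100% = DMSO; lower means less RPL19A-GFP as with rapamycin TOR inhibition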
proCasp7 act: counter-screen for procaspase-3 activators: activators of human procaspase-7; 330,000 tested, 0.093% active; activation, % at 8.5 µM; recombinant procaspase-7, Ac-DEVD-pNA absorbance 405 nm; D23A/D198A/D206A triple mutant, cannot self-cleave; scale: DMSO 0, 5 µM enzyme 100;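 active means percent activation above the screen-wide mean plus 3 SD, cut at about 25% in these data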
Target sequence (P55210 whole entry D23A/D198A/D206A): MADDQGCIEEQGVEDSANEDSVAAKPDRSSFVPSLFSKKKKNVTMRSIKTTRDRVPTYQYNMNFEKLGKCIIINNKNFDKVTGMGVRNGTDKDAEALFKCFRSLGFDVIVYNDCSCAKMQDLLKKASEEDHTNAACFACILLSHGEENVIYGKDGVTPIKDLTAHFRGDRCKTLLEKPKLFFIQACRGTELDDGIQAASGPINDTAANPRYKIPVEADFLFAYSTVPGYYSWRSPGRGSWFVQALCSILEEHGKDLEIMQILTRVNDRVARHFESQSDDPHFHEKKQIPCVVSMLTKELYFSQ
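Material: Procaspase-7 triple mutant (PC-7 D3A) | Quantity: 2 µM procaspase-7 mutant as dispensed | Reagent: DEVD-pNA substrate | Times: 1 h preincubation, 2 h reaction | Technique: 405 nm absorbance of p-nitroaniline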
AHR activator: human AHR activation. AHR-responsive luciferase reporter cells, luminescence. activation, % at 5 µM. 320,000 tested, 2.5% active; in the data active means activation above about 47%;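 further: 0% = vehicle wells and 100% = reference agonist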
* marks the source's active call; other numbers are inactive results; i = inactive; x = no result given; & = joins results of further samples. This is a random part of the collection; 3.8% or so of the library scored in one or more.

nr	SMILES	GASC-1 inh	LAP4 TOR yeast	procasp3 activ	MEP2-GFP yeast
1	O=C1C2C3C=CC(C3)C2C(=O)N1CNc1ccc(O)cc1 (centres undefined)	-2	139	-8	128
2	Cc1ccc(OCC(=O)Nc2ccc(S(=O)(=O)Nc3cc(C)nc(C)n3)cc2)c(C)c1	12	98	8	98
3	Cc1ccc(-c2nnn(CC(=O)N(c3ccccc3)C(C(=O)NC3CCCC3)c3ccco3)n2)o1 (centres undefined)	1&6	101	2	104
4	CC(=O)NCc1cc(-c2nn(C)c(=O)c3ccccc23)ccc1C	122	80	-1	78
5	CCN(CC(=O)Nc1ccc(Br)cc1)C(=O)Cc1cccc(F)c1	-5	110	10	103
6	COc1ccc(C(=O)NC(=S)NCc2ccco2)cc1OC	1	111	-8	107
7	Cc1ccc(C(=O)NNC(=O)c2ccc(C)cc2)cc1	-3	103	1	93
8	O=C(Nc1cccnc1)c1cc(-c2ccc3c(c2)OCO3)on1	4	100	4	100
9	CNC(=O)Cn1ncc2c(C)n(Cc3ccc(C)cc3)c(C)c2c1=O	28	106	-1	105
10	CN(C)S(=O)(=O)c1ccc(N2CCCC2)c(C(=O)NNC(=O)COc2ccccc2Cl)c1	-2	104	2	99
11	CC1CCN(S(=O)(=O)c2ccc(NC(=O)c3ccccc3F)cc2)CC1	5	91	-8	104
12	C#CCOCCOCCOCCNc1nc(N2CCN(C(=O)[C@H](CCCN=C(N)N)n3cc(C(N)[C@@H](C)CC)nn3)CC2)nc(N2CCN(C(=O)[C@H](CCC(=O)O)n3cc([C@@H](N)CCCCN)nn3)CC2)n1 (some centres undefined)	18	94	4	97
13	O=C(O)c1nccnc1C(=O)Nc1ccccc1N1CCOCC1	37	106	0	93
14	CC(COC(=O)c1ccccc1)(COC(=O)c1ccccc1)/[N+]([O-])=C/c1ccccc1	-3	x	0	x
15	CC/C(O)=C(\C#N)c1nnc2n1CCCCC2	-19	105	-7	106

nr	CR mimetic SO	RPL19A-GFP yeast	proCasp7 act	AHR activator
1	104	70	-10	0
2	97	90	2	1
3	86	103	9	-3
4	100	82	2	1
5	97	102	1	5
6	93	100	2	16
7	98	102	1	0
8	117	93	2	20
9	86	102	2	1
10	97	96	-3	0
11	104	98	6	-1
12	81	91	8	-2
13	94	96	5	-3
14	88	x	-6	-1
15	111	104	-2	0

Reprinted from the part before: two entries; new compounds follow.
nr	SMILES	GASC-1 inh	LAP4 TOR yeast	procasp3 activ	MEP2-GFP yeast
14	CC(COC(=O)c1ccccc1)(COC(=O)c1ccccc1)/[N+]([O-])=C/c1ccccc1	-3	x	0	x
15	CC/C(O)=C(\C#N)c1nnc2n1CCCCC2	-19	105	-7	106
16	COc1cccc(-n2c(SCC(=O)OC(C)C)nnc2-c2cccnc2)c1	i	100	10	100
17	COC(=O)c1nn(-c2cccc(C(F)(F)F)c2)ccc1=O	20	85	-5	99
18	O=C(Nc1ccccc1-c1ccccc1NC(=O)c1ccco1)c1ccco1	-8	103	7	108
19	COCCn1nnnc1CN1CCN(c2cccc(C(F)(F)F)c2)CC1	6	90	-4	98
20	CC(=O)OCC(OC(C)=O)C(OC(C)=O)C(OC(C)=O)C(=O)Nc1cccc(C)c1 (centres undefined)	4	99	1	96
21	Cc1cc(OCC(C)C)ccc1/C(O)=C1/C(=O)C(=O)N(Cc2cccnc2)C1c1ccncc1 (centres undefined)	6	99	2	107
22	COc1cc(C(=O)Nc2nc(-c3ccc(F)cc3)cs2)ccc1OCC(=O)N1CCOCC1	3	93	12	102
23	CC(C)(C)c1csc(NC(=O)Cc2cccs2)n1	3	105	6	104
24	Cc1cc(NC(=O)Cn2cc([N+](=O)[O-])cn2)n(Cc2ccc(F)cc2)n1	-14	95	-1	95
25	O=C(Cc1ccccc1)Nc1nnc(-c2cccc([N+](=O)[O-])c2)s1	11	101	3	105
26	Cc1ccccc1NS(=O)(=O)c1ccc(OCC(=O)NCc2ccco2)cc1	-13	90	3	93
27	Nc1cc(C(=O)OCC(=O)NNC(=O)c2ccccc2)ccc1Cl	-12	103	10	96
28	S=C(Nc1ccccc1)N1CCN(C2CCCCC2)CC1	-10	96	2	99
29	COc1ccc(OC)c(Cc2nnc(CCC(=O)NCc3ccc(C)s3)o2)c1	-14	109	0	102
30	Cc1ccc(C(CC(=O)N2CCCCC2)c2ccccc2)c(O)c1C (centres undefined)	81	109	1	94

nr	CR mimetic SO	RPL19A-GFP yeast	proCasp7 act	AHR activator
14	88	x	-6	-1
15	111	104	-2	0
16	91	101	12	0
17	91	99	9	2
18	96	104	7	-1
19	94	100	6	5
20	112	98	-2	4
21	92	103	2	1
22	101	104	-6	8
23	98	105	19	5
24	81	91	2	2
25	105	105	3	-4
26	104	91	10	4
27	104	100	-5	0
28	104	104	-5	2
29	91	107	8	2
30	100	94	-4	3

Exported with two lines to a compound: part of the list above
Every second line gives: GASC-1 inh, LAP4 TOR yeast, procasp3 activ, MEP2-GFP yeast, CR mimetic SO, RPL19A-GFP yeast, proCasp7 act, AHR activator
[21] Cc1cc(OCC(C)C)ccc1/C(O)=C1/C(=O)C(=O)N(Cc2cccnc2)C1c1ccncc1 (centres undefined)
  6, 99, 2, 107, 92, 103, 2, 1
[23] CC(C)(C)c1csc(NC(=O)Cc2cccs2)n1
  3, 105, 6, 104, 98, 105, 19, 5

Next records follow:
nr	SMILES	GASC-1 inh	LAP4 TOR yeast	procasp3 activ	MEP2-GFP yeast
31	COc1cccc(CC(=O)N2CCC(n3nccc3NC(=O)C3CC3)CC2)c1	8	67	x	99
32	CCOC(=O)C1=C(N)n2c(s/c(=C\c3ccco3)c2=O)=C(C(=O)OC(C)C)C1c1ccco1 (centres undefined)	-4	97	-1	96
33	CC[N+](C)(CC)CCC[n+]1c(-c2ccccc2)c2cc(N)ccc2c2ccc(N)cc21	x	105	-82	99
34	Cc1nc2sccn2c1P(c1c(C)nc2sccn12)c1c(C)nc2sccn12	-4	105	3	106
35	COc1ccc(N(CC(=O)N2CCN(c3ccccc3F)CC2)S(=O)(=O)c2c(C)n[nH]c2C)cc1	-10	87	4	88
36	COc1ccc(C(=O)NC2CCCCCC2)cc1S(=O)(=O)N1CCCc2ccccc21	-3	86	1	97
37	O=C(CSc1nnc(Nc2ccccc2F)s1)Nc1cccc(S(=O)(=O)N2CCCCC2)c1	-8	90	4	99
38	CCc1nnc(N/N=C/c2ccc(-c3ccc([N+](=O)[O-])cc3)o2)n1N	-48	93	-23	93
39	O=C(NCc1ccccc1)c1ccc(CS(=O)Cc2ccc(Cl)cc2)o1 (centres undefined)	-1	93	-2	92
40	Nn1c(SCC(=O)Nc2ccc(S(N)(=O)=O)cc2)nnc1C(F)(F)F	-1	100	-3	106
41	CC(C)C1OC(c2cccc(NC(=O)c3cccs3)c2)OCC1(C)C (centres undefined)	-12	98	6	118
42	Cc1ccccc1NS(=O)(=O)c1nnc(NC(=O)c2ccc(Cl)cc2)s1	-4	109	5	97
43	COc1ccc(N2CC(C(=O)Nc3cccnc3)CC2=O)cc1 (centres undefined)	-18	115	4	114
44	Cc1ccc(/C=C/S(=O)(=O)NCC(=O)OCC(=O)Nc2ccc(C(N)=O)cc2)cc1	-1	102	-2	101
45	COc1ccc(S(=O)(=O)N2CC(C(=O)O)Oc3ccccc32)cc1 (centres undefined)	3	90	0	104

nr	CR mimetic SO	RPL19A-GFP yeast	proCasp7 act	AHR activator
31	97	104	x	x
32	111	98	-17	-1
33	102	97	-107	1
34	105	93	6	-1
35	116	94	3	2
36	98	98	-10	-11
37	114	104	-7	0
38	94	91	3	24
39	110	103	-1	0
40	106	108	-6	8
41	114	79	11	5
42	99	101	11	4
43	100	112	4	-1
44	95	103	-4	0
45	99	103	7	7

Copied from the list.
Reading of cpd 37 in procasp3 activ: 4
Reading of cpd 32 in MEP2-GFP yeast: 96
Reading of cpd 31 in RPL19A-GFP yeast: 104
Reading of cpd 33 in CR mimetic SO: 102
Reading of cpd 35 in RPL19A-GFP yeast: 94
Reading of cpd 41 in LAP4 TOR yeast: 98

Results in AHR activator, for some of the entries so far:
item	SMILES	AHR activator
42	Cc1ccccc1NS(=O)(=O)c1nnc(NC(=O)c2ccc(Cl)cc2)s1	4
43	COc1ccc(N2CC(C(=O)Nc3cccnc3)CC2=O)cc1 (centres undefined)	-1

Next section
nr	SMILES	GASC-1 inh	LAP4 TOR yeast	procasp3 activ	MEP2-GFP yeast
46	N#Cc1cc([N+](=O)[O-])ccc1NCC1CCCO1 (centres undefined)	7	110	1	99
47	COC(=O)Cc1c(C)nc2nc(Cc3ccccc3)[nH]n2c1=O	5	120	6	102
48	CC1Oc2ccccc2N(CC(=O)NC2CCCCC2)C1=O (centres undefined)	-1	104	9	108
49	COCCCNC(=O)c1ccc(C2SCC(=O)N2Cc2ccco2)cc1 (centres undefined)	-2	95	4	95
50	CCCCn1c(=O)[nH]c(=O)c2c1nc(COC(=O)c1c(C)noc1C)n2CCC	-11	99	7	100
51	CCN(CC)CCNC(=S)Nc1ccc(F)cc1	-4	90	0	89
52	O=S(=O)(NC(=NCCc1ccc(Cl)cc1)c1ccccc1Cl)c1cccs1	13	101	-5	101
53	CCN(CC)CC(O)COC(c1ccccc1)c1ccccc1 (centres undefined)	7	96	4	105
54	O=C(c1cccs1)N1CCN(S(=O)(=O)c2ccc(F)cc2)CC1	32	115	-4	99
55	c1nc(N2CCC3(CC2)OCCO3)c2c3c(sc2n1)CCCC3	-4	114	-4	110
56	Cc1ccc(NC(=O)N/C=C/c2ccco2)c(C)c1	7	108	0	107
57	CCC(C)(C)c1ccc(OCCCC[n+]2ccc(C)cc2)c(C(C)(C)CC)c1	-28	97	-2	91
58	O=[N+]([O-])c1ccc(NC(=S)NCc2ccc(F)cc2)cc1	2	90	-12	106
59	COc1ccc(N(CC(=O)NC2CCCCCC2)S(=O)(=O)c2ccc(C)cc2)cc1OC	-4	107	9	105
60	CCn1cc(C(=O)NCCN(C)CCc2ccccc2)c(=O)c2cc(S(=O)(=O)N(C)C)ccc21	36	93	-1	105

nr	CR mimetic SO	RPL19A-GFP yeast	proCasp7 act	AHR activator
46	99	98	-7	0
47	96	101	8	1
48	98	105	0	-1
49	121	99	-3	3
50	97	97	4	-1
51	84	93	-7	2
52	95	98	-5	6
53	102	104	-6	0
54	107	93	3	5
55	106	95	1	-10
56	102	105	-9	-1
57	61*	104	3	-4
58	101	106	-11	-1
59	97	97	2	-3
60	94	101	8	-1
